ARNT-TACC3 inh: ARNT/TACC3 interaction disruption. AlphaScreen His-ARNT PAS-B/GST-TACC3 binding, luminescence; TACC3 fragment carries E629A point mutation. 390,000 tested, 0.66% active. AID 623870. inhibition, % at 9.99 µM. Q9Y6A5;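 active means mean inhibition of replicates at least 50% and at least half of replicates each reaching 50%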;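 further: 0% = complete ARNT plus TACC3 wells and 100% = ARNT alone without TACC3; many hits fall short of the cut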
CFTR F508del cor: CFTR F508del correction in bronchial cells | CFBE cells, YFP halide quenching; stimulated with forskolin plus potentiator P3; % fluorescence drop versus neutral controls | activity (quench increase), % at 7.58 µM | 350,000 tested, 0.36% active | AID 720511;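 active means mean added fluorescence quench of at least 8% versus neutral control, with both replicates also reaching 8%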;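 further: cells transiently co-express mutant CFTR-F508del with the halide-sensitive YFP; corrector assay measuring rescue of mutant channel to the surface after 24 h compound exposure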
GSIS activator: primary screen for activators of insulin secretion dependent on glucose, INS-1E cells, GLuc reporter luminescence; INS-1E GLuc reporter insulin secretion, 2-3 h; activation, % at 16.6 µM; 370,000 tested, 0.61% active; AID 743287;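 active means lowest replicate activation of at least 40%, so every replicate reaches that level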;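 further: 0% = median of neutral control wells and 100% = median of IBMX positive control wells; some compounds called inactive have numbers as strong as hits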
RAD54 inh: RAD54 (human) branch migration inhibition; Q92698; RAD54 Holliday junction branch migration, FAM/BHQ fluorescence; inhibition, % at 10.4 µM; 360,000 tested, 0.14% active;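 active means mean normalized replicate activity at least 40 and at least half of replicates scoring 40 or more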;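 further: 0% = median of neutral control wells and 100% = median of positive control wells; inhibitors cause a drop in the FAM fluorescence signal; in these data hits start at about 50%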
Target sequence (Q92698 whole entry, looked up): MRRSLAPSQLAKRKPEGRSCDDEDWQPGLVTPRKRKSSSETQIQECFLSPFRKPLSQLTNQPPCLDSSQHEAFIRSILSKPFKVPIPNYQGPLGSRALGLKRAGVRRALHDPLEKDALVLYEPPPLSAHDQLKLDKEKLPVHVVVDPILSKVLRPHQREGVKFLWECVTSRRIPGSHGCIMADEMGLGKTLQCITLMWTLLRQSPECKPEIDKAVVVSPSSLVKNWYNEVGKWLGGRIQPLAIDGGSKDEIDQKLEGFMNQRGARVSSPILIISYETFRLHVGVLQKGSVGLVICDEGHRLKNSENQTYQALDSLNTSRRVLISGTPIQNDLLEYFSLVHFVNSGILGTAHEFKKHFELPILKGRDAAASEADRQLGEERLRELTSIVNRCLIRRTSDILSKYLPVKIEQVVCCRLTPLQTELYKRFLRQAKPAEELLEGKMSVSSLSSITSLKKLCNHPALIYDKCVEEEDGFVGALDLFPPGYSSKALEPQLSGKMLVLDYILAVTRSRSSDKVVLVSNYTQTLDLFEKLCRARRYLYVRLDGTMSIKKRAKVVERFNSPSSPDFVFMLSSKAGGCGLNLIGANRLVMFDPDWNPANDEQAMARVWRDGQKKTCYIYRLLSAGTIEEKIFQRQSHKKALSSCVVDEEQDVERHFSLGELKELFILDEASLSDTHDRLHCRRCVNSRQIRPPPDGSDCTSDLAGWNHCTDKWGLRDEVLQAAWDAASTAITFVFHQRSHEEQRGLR
esBAF inh: blocks esBAF chromatin remodeling in mouse ES cells | Bmi1-luciferase knock-in reporter, 24 h; 100% = twice the neutral-well signal | 350,000 tested, 2% active | reporter increase, % at 12.5 µM | AID 602393; in the data active means activation above about 40%;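 further: 0% = median of the plate's neutral control wells and 100% = double that signal; a rise in the Bmi1 reporter signal indicates esBAF inhibition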
Xi reactivation: reactivates the inactive X chromosome in mouse fibroblasts. XiGFP mouse fibroblasts, % GFP-positive cells imaging, 3 d; cells co-treated with 5-aza-dC sensitizer; scaled so ellipticine positive control = 100%. AID 743238. activation, % at 7.58 µM. 360,000 tested, 0.055% active;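 active means mean normalized replicate activation at least 10% and every replicate at or above 10%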;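 further: 0% = median of on-plate neutral control wells and 100% = ellipticine 6 µM median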
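System: 68-5-11 XiGFP fibroblast line; Timing: 3 days compound exposure; Compound dosing: one concentration, pinned; Benchmarks: positive control ellipticine, 6 µM final; Buffer or medium: DMEM containing 5-aza-dC.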
RAD52 anneal inh: inhibitors of human RAD52 DNA annealing. P43351. recombinant RAD52 DNA annealing, FRET fluorescence. inhibition, % at 18.7 µM. 360,000 tested, 0.46% active;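 active means every replicate showing at least 50% inhibition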
ERAP1 inh: blocks human ERAP1 aminopeptidase activity. Q9NZ08. recombinant ERAP1, Leu-AMC fluorescence, 60 min. inhibition, % at 10.7 µM. 340,000 tested, 0.15% active;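 active means mean replicate inhibition of at least 30%, or all replicates individually reaching that 30% level; inactive means mean below 30% and not every replicate reaching it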;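 further: 0% = neutral control wells and 100% = L-leucinethiol positive control wells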
Active calls of the source: *; . = not tested or not shown.

SMILES	ARNT-TACC3 inh	CFTR F508del cor	GSIS activator	RAD54 inh	esBAF inh	Xi reactivation	RAD52 anneal inh	ERAP1 inh
CO[C@@H]1CN(C)C(=O)c2cc(NC(=O)C3CC3)ccc2OC[C@H](C)N(C(C)=O)C[C@@H]1C	-3.3	-1.0	7.3	0.1	4.2	0.7	18.0	0.5
C[C@@H]1CN([C@H](C)CO)C(=O)c2cc(NC(=O)Nc3ccc4c(c3)OCO4)ccc2O[C@H]1CN(C)S(=O)(=O)c1ccc(Cl)cc1	-8.4	4.2	1.4	0.5	-1.0	0.2	-6.1	-0.3
CCOC(=O)C1CCN(C(=O)COC(=O)CSc2ccc(C(N)=O)cc2[N+](=O)[O-])CC1	1.9	-0.1	13.7	0.5	2.7	0.0	-7.9	-0.9
Cc1ccc(NC(=O)CN(C)C(=O)c2ccc(COc3ccccc3)cc2)cc1	-0.7	4.5	-0.4	-5.0	14.3	0.0	-4.0	-7.7
CC(C)n1nnnc1C1c2ccccc2C(=O)N1CCCn1ccnc1 (stereo not given)	.	0.4	13.1	.	.	0.6	-17.7	.
CCCCn1c(=O)[nH]c(=O)c2c1nc(-c1ccncc1)n2CCOC	-2.2	.	-2.3	-3.2	-9.7	.	-22.1	-0.2
Cc1ccsc1/C=N/Nc1nc(=O)[nH]nc1C	63.7*	1.0	8.0	.	.	0.0	-21.9	-1.3
C[C@H](NC(=O)C[C@H]1CC[C@@H](NC(=O)Cc2ccccn2)[C@H](CO)O1)c1ccccc1	1.6	-1.4	10.0	1.0	-0.6	0.0	-2.6	-1.4
O=C(C1CCCC1)N1C[C@@H]2[C@H](c3ccccc31)[C@H](CO)N2C(=O)c1ccccc1F	1.6	-1.3	-1.5	-8.2	1.0	0.1	6.3	-0.4
O=C(Nc1ccccc1)N1CCCC1	1.8	.	-6.2	-4.0	-2.0	.	2.0	-3.1
C[C@@H]1CCCCO[C@H](CN(C)C(=O)c2ccncc2)[C@H](C)CN([C@@H](C)CO)C(=O)c2cc(N(C)C)ccc2O1	8.2	0.1	.	-4.5	0.3	.	-27.2	2.9
CS(=O)(=O)Nc1ccc2c(c1)[C@H]1C[C@@H](CC(=O)N3CCCCC3)O[C@H](CO)[C@H]1O2	-10.6	1.6	4.5	-14.5	-0.7	0.0	.	.
C[C@H](CO)N1C[C@H](C)[C@H](CN(C)S(=O)(=O)c2ccccc2)Oc2ccc(NS(=O)(=O)c3cccs3)cc2CC1=O	-2.2	-0.2	-14.9	-0.3	4.4	-1.0	-0.4	-2.6
CNC[C@@H]1OCCCC[C@@H](C)Oc2ccc(NC(=O)c3ccccc3)cc2C(=O)N([C@@H](C)CO)C[C@H]1C	.	-2.1	20.0	.	-2.0	0.1	.	.
Cc1cnc(C(=O)OCC(=O)N2c3ccccc3CC2C)cn1 (stereo not given)	-1.0	-1.4	-15.4	.	.	0.1	-1.0	0.6

Records above that bear a hit mark in ARNT-TACC3 inh:
mol,ARNT-TACC3 inh,CFTR F508del cor,GSIS activator,esBAF inh,RAD52 anneal inh,ERAP1 inh
Cc1ccsc1/C=N/Nc1nc(=O)[nH]nc1C,63.7*,1.0,8.0,.,-21.9,-1.3

Carrying on:
SMILES	ARNT-TACC3 inh	CFTR F508del cor	GSIS activator	RAD54 inh	esBAF inh	Xi reactivation	RAD52 anneal inh	ERAP1 inh
CCOC(=O)c1c[nH]c(=S)n(-c2ccccc2)c1=O	1.8	3.5	-0.7	4.0	6.6	0.0	-6.7	-1.4
CO[C@@H]1CN(C)C(=O)c2cc(NC(=O)NC3CCCC3)ccc2OC[C@H](C)N(CC2CC2)C[C@@H]1C	.	-0.1	-7.3	.	.	-0.3	0.3	-1.8
COc1ccc(S(=O)(=O)Nc2ccc3c(c2)C(=O)N([C@@H](C)CO)C[C@H](C)[C@@H](CN(C)C(=O)NC2CCCCC2)O3)cc1	-5.1	-0.7	-4.7	2.0	-3.4	2.3	14.5	3.0
COc1ccccc1S(=O)(=O)N[C@H]1CC[C@H](CCNC(=O)C2CCCCC2)O[C@H]1CO	-0.2	-2.4	-6.2	-6.7	-0.5	-0.4	0.0	2.7
Cc1nc2ccccn2c1C(=O)NN=C1C2CC3CC(C2)CC1C3	0.3	.	6.2	-3.7	.	0.3	-1.3	1.3
CCCCOc1ccc(C(=O)NCC(=O)NCc2ccncc2)cc1	-22.0	0.3	1.0	-12.2	-6.3	0.0	-19.2	1.5
O=C(NC1CC1)C1CCCN1C(=O)NC1CCCCC1 (stereo not given)	2.7	-1.4	6.7	.	.	0.1	1.8	-2.5
COc1ncnc2c1ncn2CCCN(CCCc1ccccc1)CCCn1cnc2c(OC)ncnc21	.	1.0	.	.	-11.4	-0.1	-12.8	-3.7
COC(=O)c1ccc(CN2CC(=O)N3[C@@H](CO)[C@H](c4ccc(-c5cccnc5)cc4)[C@@H]3C2)cc1	.	-0.9	8.2	.	.	0.0	-7.4	2.5
O=C(CN1C(=O)NC2(CCOc3ccccc32)C1=O)N1CCCCC1 (stereo not given)	-0.7	-0.8	-1.0	-4.7	-0.1	-0.1	5.7	1.3
COc1ccc(NC(=O)CSc2nccn2Cc2ccco2)cc1	0.9	-0.3	14.4	0.9	36.1	0.0	-1.7	6.0
O=C(C[C@@H]1CC[C@@H]2[C@H](COC[C@@H](O)CN2CCC(F)(F)F)O1)N1CCC(Cc2ccccc2)CC1	-13.4	2.7	-7.3	2.0	5.2	0.0	8.9	2.0
CS(=O)(=O)N(Cc1ccco1)CC(O)Cn1c2ccccc2c2ccccc21 (stereo not given)	4.0	.	-17.4	-6.9	2.3	.	.	.
COc1ccc(CN2CC3(CN(Cc4ccccc4OC)C3)c3c([nH]c4cc(OC)ccc34)[C@H]2CO)cc1	.	1.2	-0.5	.	.	0.0	11.3	0.2
CCNC(=O)[C@@H]1[C@@H](CO)[C@@H]2Cn3c(ccc(-c4ccc(OC)cc4)c3=O)[C@H]1N2CC1CC1	-2.5	.	3.0	19.0	-0.6	0.5	7.3	-1.2

The closing 2 entries of the section before open the next one:
SMILES	ARNT-TACC3 inh	CFTR F508del cor	GSIS activator	RAD54 inh	esBAF inh	Xi reactivation	RAD52 anneal inh	ERAP1 inh
COc1ccc(CN2CC3(CN(Cc4ccccc4OC)C3)c3c([nH]c4cc(OC)ccc34)[C@H]2CO)cc1	.	1.2	-0.5	.	.	0.0	11.3	0.2
CCNC(=O)[C@@H]1[C@@H](CO)[C@@H]2Cn3c(ccc(-c4ccc(OC)cc4)c3=O)[C@H]1N2CC1CC1	-2.5	.	3.0	19.0	-0.6	0.5	7.3	-1.2
CC(Oc1ccc2c(c1)oc(=O)c1ccccc12)C(=O)NCCCN1CCOCC1 (stereo not given)	-2.8	3.0	7.8	9.1	-0.3	0.0	7.7	-2.7
CCOc1ccccc1N1CCN(S(=O)(=O)c2cccc3nsnc23)CC1	19.1	2.3	1.9	3.4	7.7	.	4.5	4.7
COC(=O)C[C@H]1CC[C@@H](N)[C@H](CO)O1	0.2	-2.6	.	-4.2	-4.3	.	-15.2	1.2
CC=Cc1ccc2n(c1=O)C[C@@H]1[C@@H](CO)[C@H](C(=O)NCCc3cn(C)cn3)[C@H]2N1C(=O)CC (mixture of isomers)	24.2	.	5.2	-6.9	-1.2	0.0	11.7	-1.5
Cc1nc2ccc(-n3ccc(=O)cc3)cc2s1	3.5	-0.1	31.8	-9.1	-4.0	.	-6.7	2.5
O=C(CCCN1C(=O)/C(=C/c2cccs2)SC1=S)Nc1cccnc1	.	-3.6	0.8	.	.	0.0	-10.7	-1.1
Cc1ccc(OCC(=O)Nc2nnc(S(=O)(=O)N3CCCCCC3)s2)cc1C	1.4	3.5	.	6.8	-7.9	0.0	-22.8	0.1
CC1CCN(C(=O)COC(=O)CCc2c[nH]c3ccccc23)CC1	-5.7	-1.8	19.7	.	.	0.1	-7.1	-1.3
Cc1ccc(S(=O)(=O)Nc2ccc3c(c2)C(=O)N([C@H](C)CO)C[C@@H](C)[C@H](CN(C)Cc2ccc4c(c2)OCO4)OCCCC[C@@H](C)O3)cc1	-4.1	1.5	-12.4	3.4	-0.8	-0.1	6.3	-1.5
C=CCNc1cccc2c1S(=O)(=O)N[C@@H](CC(C)C)CO2	.	-1.6	-2.9	.	.	-0.1	-31.3	0.7
NC(=O)C1CCN(C(=O)/C=C/c2cccc(Br)c2)CC1	-4.9	1.6	18.3	0.4	6.1	-0.1	-13.2	-2.2
CC1(Oc2cnc(Cl)c3ccccc23)CCN(Cc2ccc(-c3ccccn3)cc2)C1 (stereo not given)	.	-1.2	-22.0	-6.9	3.4	-0.1	-27.7	-2.1
Cc1cc(S(=O)(=O)N2CCCC2)ccc1OCC(=O)NC1CCCC1	-6.3	-1.0	13.5	.	3.7	0.0	1.6	-2.6
C[C@H](CO)N1C[C@H](C)[C@H](CN(C)C(=O)C2CC2)Oc2cc(C#CC3CC3)ccc2S1(=O)=O	-0.1	-4.8	-24.2	-9.2	-1.0	-0.6	1.0	-0.9
COc1ccccc1C(=O)NC(=O)CSc1nnc2ccccn12	-9.6	2.1	.	0.4	-2.6	0.1	-6.0	-0.5
CC(C)(C)OC(=O)C(Cl)(C(=O)OC(C)(C)C)c1ccc2nnnn2n1	.	-1.9	5.1	.	.	0.0	-15.5	-2.5
N#C[C@H]1[C@H](c2ccc(C#CC3CCCCC3)cc2)[C@@H](CO)N1C(=O)Nc1ccc(F)cc1	.	1.0	-16.3	.	.	0.5	-53.6	1.8
CN1[C@H](C(=O)NCC2CCCCC2)[C@@H](CO)[C@@H]2Cn3c(cccc3=O)[C@@H]21	1.1	-2.9	0.4	19.4	1.9	0.7	-6.4	-3.3
Cc1ccc(N2CC(C(=O)OCC(=O)Nc3ccccc3C)CC2=O)cc1 (stereo not given)	-1.4	3.0	14.2	-4.0	-1.6	0.0	-12.8	-2.8
O=C1NC2(CCCCC2)C(=O)N1Cc1ccc([N+](=O)[O-])cc1	1.1	.	3.3	.	-0.6	0.0	-39.8	-0.4
CC(C)(C)n1nnnc1C(c1ccccc1F)N1CCN(C(=O)c2ccco2)CC1 (stereo not given)	0.6	-3.0	-4.2	-0.6	-2.1	0.0	13.8	-3.0
COc1ccc(S(=O)(=O)N2CCOCC2)cc1NC(=O)c1ccc(S(=O)(=O)N2CCCCC2)cc1	-4.7	0.1	-24.1	-4.0	16.0	0.0	-20.1	-2.9
COc1ccc(S(=O)(=O)Nc2ccc3c(c2)C(=O)N([C@H](C)CO)C[C@@H](C)[C@H](CN(C)S(=O)(=O)c2cn(C)cn2)OCCCC[C@@H](C)O3)cc1	-7.3	0.8	-5.2	-3.4	1.9	-1.2	0.9	2.4
COc1ccc(NC(=O)Nc2ccc3c(c2)[C@H]2C[C@@H](CC(=O)NCc4ccccc4F)O[C@@H](CO)[C@H]2O3)cc1	3.3	1.0	11.8	-2.1	-1.3	-0.1	-0.2	2.0
C[C@@H]1CCCCO[C@@H](CN(C)C(=O)CCC(F)(F)F)[C@H](C)CN([C@H](C)CO)C(=O)c2cc(NC(=O)NC3CCCCC3)ccc2O1	-7.2	0.9	-15.0	4.3	1.1	0.2	-9.4	0.7
C[C@H](O)C#Cc1ccc([C@H]2[C@H]3CN(C(=O)c4ccncc4)CCCCN3[C@H]2CO)cc1	-12.4	-0.2	7.4	-0.7	-4.5	0.0	-5.8	2.5
O=C(c1ccc(Cl)c(S(=O)(=O)N2CCCC2)c1)N1CCN(c2ccccc2)CC1	3.8	3.5	-0.9	-1.2	-1.0	0.0	-10.8	-2.5
COc1ccc(NC(=O)Cc2ccc(-c3ccccc3)cc2)cn1	-8.7	0.3	4.8	.	.	0.5	-26.7	5.7
COc1cccc(NC(=O)C2(C)CCN2C(=O)Cc2ccc(-c3ccccc3)cc2)c1 (stereo not given)	.	1.7	.	3.3	8.2	0.0	-27.7	-0.2

Screening data deposited in PubChem BioAssay by Broad Institute.
